# PRMT1 FP inh: inhibitors of human PRMT1; inhibition, % at 2.79 µM; 370,000 compounds, 1.3% hits; AID 652257; recombinant PRMT1, activity-based probe fluorescence polarization;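 active means inhibition above about 21% made by adding two undisclosed values, limit read from the data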
# rCAG RNA binder: molecules binding r(CAG) RNA repeats; r(CAG) RNA repeat, TO-PRO-1 dye displacement fluorescence; inhibition, % at 3 µM; 370,000 compounds, 1.3% hits; AID 651821;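 active means inhibition above the plate cutoff, the mean of all test compounds on that plate plus 3 SD, cut at about 35% in these data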;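 further: 0% = DMSO alone and 100% = 100 µM mitoxantrone as full dye displacement; higher means more dye released from RNA so lower well fluorescence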
# MBD2 inh: blocks human MBD2 binding to methylated DNA; Q9UBB5; TR-FRET, MBD2 binding to methylated oligonucleotide; inhibition, % at 4.4 µM; 370,000 compounds, 0.31% hits; AID 686964; in the data active means inhibition above about 13%
# SIAE inh: human SIAE inhibition, primary screen; SIAE FP-Rh probe binding, fluorescence polarization; inhibition, % at 9.66 µM; 370,000 compounds, 0.69% hits;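 active means inhibition above a cutoff: mean of compounds within the control limits plus 3 SD of those, cut at about 17% in these data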;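 further: 0% = plate median of compound wells and 100% = probe without SIAE protein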
# LEDGF integ inh: blocks HIV-1 LEDGF/p75-dependent DNA integration; TR-FRET IN-LEDGF/p75 DNA integration, Eu/Cy5; 370,000 compounds, 0.64% hits; inhibition, % at 3.7 µM; AID 743269;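 active means inhibition above the screen-wide mean plus 3 SD, cut at about 13% in these data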;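 further: signal is the Cy5 over europium emission ratio at 671 and 618 nm; 0% = plate median of compound wells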
# GC-B act: GC-B (human) receptor activation; activation, % at 10 µM; HEK293-GC-B cells, CNP EC30, cGMP TR-FRET; 0% at EC30 CNP, 100% saturating CNP; 370,000 compounds, 0.11% hits; P20594;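 active means activation at 10 µM reaching about 35% in either raw or pattern-adjusted values, limit read from the data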
# Target sequence (P20594 whole entry, looked up): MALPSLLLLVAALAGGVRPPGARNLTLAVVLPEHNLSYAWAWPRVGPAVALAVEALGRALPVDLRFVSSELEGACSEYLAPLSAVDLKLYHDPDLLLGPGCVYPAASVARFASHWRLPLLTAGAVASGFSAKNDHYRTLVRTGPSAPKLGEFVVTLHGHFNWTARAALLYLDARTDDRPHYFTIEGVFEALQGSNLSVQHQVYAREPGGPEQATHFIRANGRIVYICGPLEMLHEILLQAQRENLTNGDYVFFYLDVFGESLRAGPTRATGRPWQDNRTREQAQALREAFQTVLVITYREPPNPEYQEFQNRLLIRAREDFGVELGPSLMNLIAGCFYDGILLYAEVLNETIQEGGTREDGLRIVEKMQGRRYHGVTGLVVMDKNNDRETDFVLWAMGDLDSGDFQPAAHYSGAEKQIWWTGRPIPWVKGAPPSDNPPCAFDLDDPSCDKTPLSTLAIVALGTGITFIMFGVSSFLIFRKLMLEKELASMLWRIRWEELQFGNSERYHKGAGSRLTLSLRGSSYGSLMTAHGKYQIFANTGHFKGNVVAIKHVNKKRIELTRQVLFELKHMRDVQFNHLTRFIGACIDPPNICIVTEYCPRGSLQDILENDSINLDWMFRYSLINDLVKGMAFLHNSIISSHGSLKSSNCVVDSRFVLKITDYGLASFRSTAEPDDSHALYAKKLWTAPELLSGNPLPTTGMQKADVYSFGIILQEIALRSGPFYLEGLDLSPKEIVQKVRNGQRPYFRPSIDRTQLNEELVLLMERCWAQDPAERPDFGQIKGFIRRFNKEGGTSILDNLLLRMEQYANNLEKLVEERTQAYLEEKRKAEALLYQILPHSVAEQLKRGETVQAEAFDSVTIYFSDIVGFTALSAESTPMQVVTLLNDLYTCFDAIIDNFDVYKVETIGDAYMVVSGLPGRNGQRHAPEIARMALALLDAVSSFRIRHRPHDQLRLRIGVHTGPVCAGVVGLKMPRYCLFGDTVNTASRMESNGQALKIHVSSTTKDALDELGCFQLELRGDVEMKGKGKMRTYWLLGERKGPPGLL
# TDP2 absorb: TDP2 (human) inhibition, absorbance primary screen; O95551; recombinant TDP2, T5PNP hydrolysis, p-nitrophenol absorbance 415 nm; inhibition, % at 12.8 µM; 370,000 compounds, 0.34% hits;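 active means inhibition above the mean of all tested compounds plus 3 SD, set per campaign, cut at about 25% in these data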;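 further: 0% = DMSO with enzyme and 100% = buffer with substrate but no TDP2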
#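 Assay system: recombinant human TDP2 / Reagent: T5PNP substrate at 5 mM, a TopII-DNA adduct mimic / Measured by: epi absorbance from released p-nitrophenol / Evaluation: % inhibition relative to enzyme-containing and enzyme-free wells / Control set: enzyme-free and DMSO wells / Replicates: each compound tested once, singlicate / Schedule: enzyme reaction with compound for 2 h at 37 °C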
# TCR CD3 inh: human TCR-CD3 binding inhibition. TAMRA-labeled TCR probe fluorescence, biochemical. inhibition, % at 9.4 µM. 360,000 compounds, 0.37% hits; in the data active means inhibition above about 19%;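 further: recombinant mutant TCR 2C K166C tagged with TAMRA read by polarization; 0% = receptor in buffer alone and 100% = receptor with positive control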
# HTRA1 inh: inhibitors of human serine peptidase HTRA1 | 340,000 compounds, 0.5% hits | inhibition, % at 5.96 µM | recombinant HTRA1, FP-rhodamine activity-based probe, fluorescence polarization | Q92743; in the data active means inhibition above about 36%;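 further: 0% = enzyme with DMSO and 100% = wells lacking enzyme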
# ABHD4 inh: inhibitors of mouse ABHD4; Q8VD66; purified mABHD4, FP-Rh probe fluorescence polarization; inhibition, % at 8.92 µM; 370,000 compounds, 0.54% hits;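 active means inhibition exceeding the mean over every tested compound plus 3 SD, cut at about 30% in these data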;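 further: 0% = plate median of compound wells and 100% = S159A mutant with DMSO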
#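 Assay system: wild-type mouse ABHD4 protein; compound: single nominal dose of 8.92 µM, 0.89% DMSO final; schedule: 45 min + 60 min at 25 °C; measured by: FP readout, ex 525 nm / em 598 nm; evaluation: % inhibition of FP-Rh probe binding versus controls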
# The depositor's hits bear a star; x = no result given. These rows are one share of the data; count on the stated rates, not on these rows.
SMILES,PRMT1 FP inh,rCAG RNA binder,MBD2 inh,SIAE inh,LEDGF integ inh,GC-B act,TDP2 absorb,TCR CD3 inh,HTRA1 inh,ABHD4 inh
O=C(COC(=O)c1ccccc1O)Nc1ccc(N2CCOCC2)cc1,3.2,0.8,0.9,17.3*,-2.7,-4.7,1.8,-2.7,11.5,-4.5
CC1(C(=O)O)CCCN(C(=O)C2(c3ccc(Cl)cc3)CCCC2)C1 (stereo not given),2.9,4.2,-1.0,3.1,0.3,1.8,-4.9,1.2,x,-2.3
Cc1nnc(NN)n(N)c1=O,1.8,-1.2,-0.3,-3.9,-3.3,4.5,-8.8,3.3,x,4.5
O=C1NC[C@@H](CCCCN2C[C@H](Cc3ccccc3)N(CCc3ccc(O)cc3)C(=O)C2=O)N(CC2CCCCC2)C1=O,-0.7,1.4,-3.9,1.6,-0.8,2.9,3.1,2.1,x,-1.1
COc1cc(O)c(CCO)c2c1C(=O)C[C@@H](C)O2,2.0,-1.5,3.0,2.6,-4.4,4.5,-1.4,10.1,-1.6,-1.5
CCOC(=O)C1CCN(Cc2cccc(Oc3ccc(Cl)cc3)c2)CC1,2.7,-0.6,2.0,1.3,-2.3,-4.4,18.2,5.8,-4.1,2.2
COc1ccc(Cl)cc1NC(=S)NNC(=O)C1(C)CC1(Cl)Cl (stereo not given),-1.8,43.0*,-0.4,4.7,0.7,-1.2,4.7,-6.1,-6.6,-0.1
COc1ccc(N2CC(C(=O)Nc3nc(-c4ccccc4)c(C(C)=O)s3)CC2=O)c(OC)c1 (stereo not given),3.0,3.8,-3.8,2.2,-5.8,-9.6,-6.8,-8.1,-14.7,5.4
CCN(Cc1ccccc1)c1ccc(N=Nc2nn(C)c(C)c2[N+](=O)[O-])cc1,-2.6,3.3,-1.1,6.4,3.2,-0.4,6.3,3.8,14.7,1.3
CCOC(=O)C(C)Oc1cccc2c(=O)n(CC(=O)Nc3cccc(OC)c3)ccc12 (stereo not given),4.1,2.9,7.9,-5.0,-1.0,3.3,9.9,0.2,-11.9,4.8
CC(C)C[C@H](NC(=O)C1CCCC1)C(=O)N1CCC[C@H]1C(=O)NCc1ccccc1,-3.8,1.6,-0.1,-7.2,2.8,1.6,-7.7,1.1,x,-1.9
COc1cc(NC(=O)CCC(=O)O)nc(OC)n1,-2.8,-2.0,-3.6,7.7,-0.5,1.7,-4.1,3.0,5.0,0.5
CC(=O)Nc1ccc(S(=O)(=O)N2CCN(c3cc4c(cc3[N+](=O)[O-])n(C)c(=O)n4C)CC2)cc1,3.2,12.4,-8.7,-4.4,-3.1,-0.9,-9.7,-3.8,-0.9,2.4
CC1CN(CCc2ccccc2)c2nc3c(c(=O)n(C)c(=O)n3C)n2C1 (stereo not given),2.4,-7.8,4.0,6.2,-5.2,3.4,1.6,-7.0,3.2,-6.0
Cc1ccc2c(c1)c1c3n2CCN(C(=O)Cn2c(-c4ccccc4)noc2=O)C3CCC1 (stereo not given),2.3,7.3,6.2,1.3,-4.8,-4.7,-9.5,7.2,-12.8,-1.1
CCNC(=S)Nc1ccc(Cc2nc3ccccc3[nH]2)cc1,-6.8,-1.4,-1.0,2.2,-1.3,0.7,10.4,3.1,-0.9,4.2
O=C(CN1CCN(c2ccc(F)cc2)CC1)NCc1ccc(Cl)cc1,-1.4,-7.1,-2.2,-5.0,3.0,-1.3,19.6,3.4,-3.2,-3.2
OCCNc1nc(Nc2ccc(Cl)c(Cl)c2)nc2ccccc12,-2.9,17.2,-3.8,0.7,-2.7,-7.7,-3.2,-5.2,-12.9,39.5*
O=C(Cc1nnc(NC(=O)Nc2ccccc2)s1)Nc1ccccc1,-4.1,22.0,-5.7,0.9,3.1,-8.4,-8.4,0.4,x,-2.5
CC(=O)Nc1ccc(S(=O)(=O)NCCC(=O)OCC(=O)c2cccc(Br)c2)cc1,-4.5,6.1,3.0,4.9,-1.5,0.9,6.6,-3.4,-1.1,-3.9
COCCCNC(=O)c1cccc(OC)c1OC,2.0,-2.8,0.3,0.8,3.0,2.1,8.9,-2.2,0.8,-8.5
COc1cccc(/C=N/n2nnnc2N)c1O,0.4,-0.6,-1.4,5.6,-2.2,-10.0,13.2,4.1,1.9,6.0
CCCCc1ccc(-n2nnnc2SCC(=O)Nc2cc(OC)c([N+](=O)[O-])cc2C)cc1,3.1,7.8,8.5,-1.7,-0.6,0.8,-2.9,-3.0,-2.8,0.0
Cc1ccsc1CN(C)CC(=O)NCC(=O)Nc1ccc(F)c(F)c1F,1.5,-4.2,-1.7,-10.0,-1.6,-0.4,0.1,3.4,2.2,6.3
O=C(O)CSCCC(=O)Nc1ccc(F)cc1,-1.1,4.5,-2.3,1.9,-1.3,3.0,9.0,4.9,9.3,-0.4
# Next part:
SMILES,PRMT1 FP inh,rCAG RNA binder,MBD2 inh,SIAE inh,LEDGF integ inh,GC-B act,TDP2 absorb,TCR CD3 inh,HTRA1 inh,ABHD4 inh
CC1C(=O)C(C)C(c2cc(Br)ccc2O)NC1c1cc(Br)ccc1O (stereo not given),2.6,9.5,2.5,-11.1,1.5,3.9,-15.6,-4.1,-7.0,-41.0
Cc1cc(C)c2c(=O)[nH][nH]c2n1,-2.9,2.3,-10.1,5.3,4.8,-6.2,-15.6,-2.2,3.2,-3.7
NC(=O)c1ccccc1OCC(=O)NC12CC3CC(CC(C3)C1)C2,1.2,-8.1,1.6,1.2,-3.6,-1.7,3.9,-2.9,-0.6,3.5
CN1C(=O)C(C)(C)c2cc(S(=O)(=O)N3CCN(c4cccc(Cl)c4)CC3)ccc21,-1.3,10.6,-6.1,-0.3,5.2,-0.6,-12.8,-1.3,-13.3,-11.0
O=[N+]([O-])c1cccc(S(=O)(=O)NCC2CCCO2)c1 (stereo not given),1.9,6.6,-3.0,-2.1,-6.3,2.3,-1.5,-0.4,-2.0,13.4
C=C(C)c1cccc(C(C)(C)NC(=O)N2CCN(c3ncccn3)CC2)c1,-2.8,0.5,1.2,-4.4,-4.6,1.4,-5.0,-2.1,3.9,-3.6
CC(=O)Nc1cccc(NC(=O)c2csc(C)c2)c1,4.6,-1.9,0.6,-2.6,-2.0,-1.1,-11.4,-5.3,-3.9,0.6
O=S(=O)(Nc1ccc2c(c1)OCCO2)c1ccc2oc3ccccc3c2c1,-1.1,11.5,-3.7,-38.9,3.8,1.0,-2.4,4.4,-68.9,-40.7
Cc1nc2ccccc2cc1C(=O)O,0.3,-0.7,-1.9,7.1,2.8,4.4,1.3,1.1,8.7,5.7
Cn1cccc1C(C(=O)NC1CCCCC1)N(C(=O)Cc1cccs1)C1CC1 (stereo not given),-1.9,-5.5,1.1,4.3,-1.1,0.4,-3.8,3.8,-2.2,2.8
COc1ccc(N2C(=O)CC(SCC(=O)O)C2=O)cc1 (stereo not given),24.8*,0.8,3.1,-4.4,-3.5,0.9,-7.9,1.4,-7.5,0.6
CC1(C(=O)Nc2ccc3c(c2)OCCO3)CCC(=O)N1CCOc1ccccc1 (stereo not given),4.5,-2.1,4.8,3.0,-4.7,-2.6,-2.6,4.0,x,2.1
Cc1noc(C)c1C(=O)Nc1nnc(CC(C)C)s1,-0.4,-5.0,3.0,-0.2,-2.9,5.0,-2.9,2.8,3.5,2.5
O=c1c(-c2nnc(SCc3ccc(Cl)cc3Cl)o2)cccn1Cc1ccccc1,-1.0,-1.4,-0.8,-9.4,-0.4,-0.7,-2.2,-2.8,-12.7,4.1
O=C(/C=C/NNC(=O)c1ccccc1)c1ccccc1,-0.4,6.4,0.7,-5.7,1.1,1.1,-0.5,3.5,13.1,5.0
COC(=O)c1ccc(/C=C(\C#N)C(=O)NC(C)c2ccccc2)cc1 (stereo not given),0.2,4.0,-2.4,6.9,1.9,-11.5,6.3,-7.1,-1.1,3.2
FC(F)(F)c1ccc(CN2C[C@@H]3C(c4ccccc4)C4(c5cccnc5)CC3(C4)[C@H]2c2ccccc2)cc1 (stereo not given in full),-0.1,1.9,-0.5,0.4,-2.2,-8.2,-8.5,4.5,-39.3,0.7
COc1ccc(CNC(=O)CN(C(=O)Cn2nnc(-c3ccccc3F)n2)c2ccc(C)cc2)cc1,1.8,3.3,6.2,-3.1,1.6,2.8,0.5,-3.7,3.0,-7.5
CC(C)(C)OC(=O)CN1c2cccc3cccc(c23)S1(=O)=O,-0.7,-4.9,0.1,2.6,2.9,0.6,-6.5,7.5,-1.6,5.0
O=C1CCc2cc(S(=O)(=O)N3CCC(C(=O)NC4CCCc5ccccc54)CC3)ccc2N1 (stereo not given),-0.9,1.1,-2.9,7.1,-0.9,-4.6,5.0,-4.0,-8.1,2.5
COc1ccc(OC)c(C(=O)c2coc3ccc(O)cc23)c1,1.0,-0.2,4.2,2.9,2.4,-1.1,2.2,-4.7,-8.8,-9.7
CN1CCN(C2CC(=O)N(Cc3ccc(N4CCCC4=O)cc3)C2=O)CC1 (stereo not given),3.1,0.4,2.8,-1.9,-0.6,4.1,4.3,-7.7,1.3,2.0
Cc1nnsc1NC(=O)OCCCl,-1.4,1.6,-4.3,1.5,-0.5,x,-2.9,0.0,6.7,-0.5
O=C(O)CSCC(=O)NCc1ccccc1,-3.1,0.7,1.7,6.2,-1.7,5.1,7.0,-4.1,3.8,8.1

# Seven entries from above, tab-delimited.
SMILES	PRMT1 FP inh	rCAG RNA binder	MBD2 inh	SIAE inh	LEDGF integ inh	GC-B act	TDP2 absorb	TCR CD3 inh	HTRA1 inh	ABHD4 inh
O=C(COC(=O)c1ccccc1O)Nc1ccc(N2CCOCC2)cc1	3.2	0.8	0.9	17.3*	-2.7	-4.7	1.8	-2.7	11.5	-4.5
CC1(C(=O)O)CCCN(C(=O)C2(c3ccc(Cl)cc3)CCCC2)C1 (stereo not given)	2.9	4.2	-1.0	3.1	0.3	1.8	-4.9	1.2	x	-2.3
Cc1nnc(NN)n(N)c1=O	1.8	-1.2	-0.3	-3.9	-3.3	4.5	-8.8	3.3	x	4.5
O=C1NC[C@@H](CCCCN2C[C@H](Cc3ccccc3)N(CCc3ccc(O)cc3)C(=O)C2=O)N(CC2CCCCC2)C1=O	-0.7	1.4	-3.9	1.6	-0.8	2.9	3.1	2.1	x	-1.1
COc1cc(O)c(CCO)c2c1C(=O)C[C@@H](C)O2	2.0	-1.5	3.0	2.6	-4.4	4.5	-1.4	10.1	-1.6	-1.5
CCOC(=O)C1CCN(Cc2cccc(Oc3ccc(Cl)cc3)c2)CC1	2.7	-0.6	2.0	1.3	-2.3	-4.4	18.2	5.8	-4.1	2.2
COc1ccc(Cl)cc1NC(=S)NNC(=O)C1(C)CC1(Cl)Cl (stereo not given)	-1.8	43.0*	-0.4	4.7	0.7	-1.2	4.7	-6.1	-6.6	-0.1

# Bioassay records (PubChem)
